Screening data (PubChem BioAssay)
HepG2 viability = HepG2 cytotoxicity, counter-screen for TGF-b inhibitors | HepG2 CAGA-GFP viability, ATP luminescence, 18 h | hit rate 0.76% among 410,000 | Potency, µM (doses to about 46.1 µM), for inactives: top-dose activity change, negative = cytotoxicity, most hits filed as cytotoxic; note: potency is the fitted concentration of half-maximal effect; some results filed as inactive show a strong effect at the top dose
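CellTiter-Glo luminescence gave cytotoxicity after 18 hours at 37 degrees C. The cells were HepG2 CAGA-GFP in 1% FBS DMEM, stimulated with 500 pg/mL TGF-beta after compound addition. %Activity was normalised to no-cell wells (complete cell-killing) and DMSO (no toxicity), and curves were fitted and classified.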
IL-1B inflam inh = inhibitors of inflammasome signaling (IL-1 beta secretion); THP-1 LPS/ATP IL-1B secretion, AlphaLISA, 16 h; hits give low values; activity change, % at 57.5 µM; hit rate 4.7% among 360,000; AID 743279; in the data active = activity change below about -50%; inconclusive = mostly about -30% to -49%; note: % is set by controls: 0 for no effect and ±100 for the full control effect
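THP-1 cells pretreated 1 hr with compounds (up to 57.5 uM final), then stimulated with LPS (250 ng/mL final) plus ATP (1.25 mM final); secreted IL-1B measured by AlphaLISA after 16 hr, decreased signal indicating inhibition.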
ATXN viability = viability counter-screen for ATXN expression inhibitors. S2 cells (HEK-293 line with an ATXN2-luciferase reporter) viability, CellTiter-Fluor protease fluorescence, 24 h. Potency, µM (series often up to 56.7 µM), usual class: cytotoxic. hit rate 0.49% among 400,000. AID 651635; note: potency is the fitted concentration of half-maximal effect; nearly all actives have a fitted effect of over 40% in size
HT1080 IDH1KD tx = HT-1080 IDH1 knockdown cell toxicity (counter line); Potency, µM (series often up to 46.1 µM), for the others: top-dose activity, negative = toxicity, hits mostly cytotoxic; HT-1080 IDH1 knockdown viability, ATP luminescence, 48 h; hit rate 2% among 360,000; AID 686971;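 note: potency is the fitted concentration of half-maximal effect; 0% = DMSO wells and -100% = cell-free medium wells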
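Luminescent ATP read-out (CellTiter-Glo, 10 min at room temperature) after 48 h compound exposure at 37 °C gave viability of IDH1-knockdown HT-1080 cells. Activity was normalised to DMSO and cell-free wells, then fitted as concentration-response curves.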
KB-3-1 cytotox = kills parental KB-3-1 adenocarcinoma cells. KB-3-1 viability, CellTiter-Glo ATP luminescence, 72 h. Potency, µM (highest dose often 46.1 µM), inactives show at the highest dose activity change, negative = cytotoxic, actives largely listed as cytotoxic. hit rate 1.4% among 400,000; note: potency is the fitted concentration of half-maximal effect; % is set by controls: 0 for no effect and ±100 for the full control effect; nearly all actives have a fitted effect of over 60% in size
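Screening of KB-3-1 cells (DMEM, 10% FBS, phenol-red free) ran from lowest to highest compound concentration; after 72 h at 37 °C viability was read luminescently and curves fitted.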
ATXN2 expr inh = ATXN2 expression inhibition | Potency, µM (titrated, usually from 57 µM), for the others: at the highest dose activity change, negative = inhibition, usual class: inhibitors | HEK-293 ATXN2-luciferase reporter, luminescence, 24 h | hit rate 0.72% among 360,000; note: potency is the fitted concentration of half-maximal effect; % is set by controls: 0 for no effect and ±100 for the full control effect; nearly all actives have a fitted effect of over 55% in size
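ATXN2-luciferase reporter cells (luciferase flanked by upstream and downstream ATXN2 gene portions) were treated 24 h at 37 °C with compounds at up to 57 uM. SteadyGlo luminescence gave expression; GF-AFC fluorescence gave viability.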
MCF10A rerep = induces DNA re-replication in MCF 10a normal breast cells; AID 624296; MCF 10A DNA re-replication, Hoechst nuclear intensity, 48 h; Potency, µM (top dose mostly 46.1 µM), for inactives: top-dose activity, positive = re-replication, hits mostly activators; hit rate 2.9% among 350,000; note: potency is the fitted concentration of half-maximal effect; % of control where 0% means no effect; nearly all actives have a fitted effect of over 50% in size
HT1080-NT tox = kills 2HG-producing HT-1080-NT fibrosarcoma cells; Potency, µM (titrated, usually from 46.1 µM), without a hit: top-dose activity, negative = less viability, hits mostly cytotoxic; hit rate 1.6% among 360,000; AID 686970; HT-1080-NT fibrosarcoma viability, CellTiter-Glo ATP luminescence, 48 h;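 note: NT is the 2HG producing partner of a matched IDH1 knockdown line; potency is the fitted concentration of half-maximal effect; 0% = DMSO-treated cells and -100% = media-only wells without cells; nearly all actives have a fitted effect of over 55% in size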
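Luminescent CellTiter-Glo readout after 48 hours of compound exposure at 37 degrees C defined viability of HT-1080-NT cells. Activity was normalized to DMSO wells and cell-free media wells; concentration-response curves were fitted and assigned curve classes.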
SW480 rerep = induces DNA re-replication in SW480 colon adenocarcinoma cells; SW480 DNA re-replication, Hoechst DNA content imaging, 48 h; Potency, µM (series often up to 46.1 µM), without a hit: at the top dose re-replication activation, hits mostly activators; hit rate 1.8% among 340,000; AID 624297; note: potency is the fitted concentration of half-maximal effect; % of control where 0% means no effect; nearly all actives have a fitted effect of over 55% in size
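Compounds, transferred as 23 nL by pin tool, were incubated with cells for 48 hr; DNA content per nucleus was then quantified by Hoechst staining and fluorescence plate imaging.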
An asterisk follows results filed as active; i = inactive; u = inconclusive; x = not tested or not shown; [ ] = dose if it differs, or a comment. Unless noted, calls come from the whole dose curve; as a rule, active = well fitted curve in the direction sought with a large enough effect; inconclusive = small, poorly fitted or top-dose-only effect, or another doubt; inactive = no such curve, though single readings can be large; an effect the other way counts as inactive or inconclusive.

Second line of a record – HepG2 viability	IL-1B inflam inh	ATXN viability	HT1080 IDH1KD tx	KB-3-1 cytotox	ATXN2 expr inh	MCF10A rerep	HT1080-NT tox	SW480 rerep
Oc1cccc2ccc(/C=C/c3c(F)cccc3Cl)nc12
→ -10%	17	i	u	u	-13%	27%	-11%	18µM*
COc1ccc(S(=O)(=O)N2CCCCCC2)cc1C(=O)N(CC(C)C)C1CCS(=O)(=O)C1 (stereo not given)
→ -11%	5	i	2%	4%	-18%	-1%	4%	20%
COc1ccc(CN2C(=O)c3cccnc3C2=O)cc1S(=O)(=O)N1CCOc2ccccc21
→ -1%	11	x	10%	4%	x	1%	9%	29%
Cc1nn(-c2ccccc2)c(C)c1/C=N/NC(=O)c1cc(O)cc(O)c1
→ -9%	-7	i	-6%	8%	3%	0%	-18%	u
COc1ccc(-c2cc3nnc(-c4ccccc4)nc3s2)cc1
→ 0%	-8	i	7%	-3%	24%	-1%	1%	-3%
CN(C)CCNC(C(=O)Nc1cccc(S(=O)(=O)N2CCOCC2)c1)c1ccccc1 (stereo not given)
→ 0%	1	i	2%	2%	-1%	-2%	1%	-6%
CCOC(=O)c1ccc(N2C(=O)CC(SCC(=O)Nc3ccc(S(N)(=O)=O)cc3)C2=O)cc1 (stereo not given)
→ -14%	2	i	20%	19%	-3%	3%	20%	5%
N#CC(c1nc2ccccc2nc1N1CCCC1)S(=O)(=O)c1cccs1 (stereo not given)
→ 1%	0	i	2%	11%	-2%	0%	2%	2%
Cc1nnc(NC(=O)C2CC(=O)N(c3ccccc3)C2)s1 (stereo not given)
→ -4%	-10	i	8%	0%	-6%	-4%	u	-13%
COc1ccc2oc(C(=O)NCC(c3ccco3)N(C)C)c(C)c2c1 (stereo not given)
→ -31%	-7	i	9%	-4%	22%	0%	12%	-4%
COc1ccc(/C=N/NC(=O)c2ccc(Cn3cc([N+](=O)[O-])cn3)o2)c(OC)c1C
→ 7%	28	i	5%	14%	-2%	u	8%	-7%
CCn1c(=NC(=O)CSC(C)=O)sc2cc(OC)ccc21
→ -8%	25	i	0%	2%	-32%	12%	-6%	-9%
CCN(CC)C(=O)C1=C(C)Nc2nc3ccccc3n2C1c1ccccc1F (stereo not given)
→ 4%	x	i	x	0%	1%	x	x	x
Cc1ccc(N2CC(C(=O)Nc3nnc(SCCN4CCOCC4)s3)CC2=O)cc1C (stereo not given)
→ -20%	0	i	-4%	15%	-5%	-1%	10%	-6%
Cc1ccc(S(=O)(=O)N/N=C2/CC(=O)CC(C)(C)C2)cc1[N+](=O)[O-]
→ -7%	12	i	0%	-16%	3%	15%	7%	0%
CCN(CC)S(=O)(=O)c1ccc(Oc2ccccc2)cc1
→ -19%	-8	i	-23%	u	-6%	9%	0%	8%
CC(=O)N=c1sc(C(C)(C)C)c(C)n1C
→ 3%	10	i	18%	10%	-4%	0%	18%	-1%
CC1CCC(NCc2ccco2)CC1 (stereo not given)
→ 10%	-2	i	-1%	2%	2%	1%	0%	-4%
COc1ccc(C(=O)COC(=O)c2cc(=O)c3ccccc3o2)cc1
→ -1%	10	i	15%	13%	-2%	4%	19%	7%
NS(=O)(=O)c1ccc(NC(=O)C2COc3ccccc3O2)cc1 (stereo not given)
→ -3%	1	i	9%	-20%	14%	2%	7%	-6%
Cc1ccc([C@@H]2[C@@H]3C(=O)N(C)C(=O)[C@@H]3[C@]3(C)C(=O)N(Cc4ccccc4)CC(=O)N23)o1
→ -7%	0	i	-3%	-6%	-10%	-1%	3%	15%
O=C1N(Cc2ccccc2F)c2ccccc2C12OCCCO2
→ -21%	-5	u	2%	0%	-9%	-2%	7%	1%
O=C(/C=C/c1ccccc1)N/C(=C\c1ccco1)C(=O)O
→ -4%	-8	i	6%	6%	0%	-14%	20%	-13%
CSCCC(NC(=O)c1cc(S(=O)(=O)N2CCOCC2)ccc1F)c1nc2ccccc2[nH]1 (stereo not given)
→ 6%	-1	i	4%	6%	0%	0%	3%	-2%
Cc1ccnc(NC(=O)CCNC(=O)c2ccc(Cl)cc2)c1
→ -4%	15	i	-1%	-3%	4%	1%	7%	u
Cc1ccc(NC2=NC3(CCCC3)N=C(N)N2)c(C)c1
→ -1%	-3	i	16µM*	4.1µM*	-2%[11.3 µM]	29%	18µM*	u
COC(=O)c1ccccc1-n1cccc1C(=O)NP(=O)(N1CCOCC1)N1CCOCC1
→ 0%	3	i	12%	u	11%[11.3 µM]	-8%	20%	4%
c1ccc(CNc2nc(N3CCOCC3)nc(N3CCOCC3)n2)cc1
→ -2%	40	i	-3%	-1%	-13%	2%	14%	-5%
COCCNC(=O)C(C)Oc1ccccc1 (stereo not given)
→ 15%	-11	i	-3%	0%	x	-5%	8%	-25%
CC1=NN(/C(=N\c2nnc(C)s2)Nc2ccccc2)[C@H](c2cccc3ccccc23)S1
→ -12%	-5	i	-2%	-6%	-22%	u	-2%	17%
COc1ccccc1NC(=O)COC(=O)c1cnccn1
→ -12%	-1	i	-12%	7%	2%	-3%	-5%	-6%
CCc1ccc(N(CC(=O)NC(C)(C)CC)C(=O)CCC(=O)Nc2nccs2)cc1
→ -8%	12	i	-2%	-2%	-12%	0%	-2%	-2%
COc1cc(OC)cc(-c2c(-c3cccs3)c3cc(-c4ccc(OCc5ccccc5)cc4)ccc3n2C)c1
→ 1%	27	i	0%	-19%	-5%	-2%	0%	-35%[inhibitor]
Cc1ccc(C(=O)N2CCN(c3ccccc3)CC2)cc1S(=O)(=O)N1CCCC1
→ -10%	-9	i	-21%	0%	-31%	22%	-3%	u
CON/C=N/C(=S)Nc1ncc(C(F)(F)F)cc1Cl
→ -17%	21	i	25%	10%	-14%	2%	22%	17%
COc1ccc(CCNC(=O)/C=C/c2ccc3ccccc3n2)cc1OC
→ -19%	-103*	u	23µM*	u	-3%	16µM*	u	21µM*
CC(=O)c1cccc(NC(=S)NC2CCCCC2)c1
→ 11%	i	i	9%	-2%	4%	0%	13%	-1%
CSc1ncnc2c1ncn2CCCNCCCN1CCCC1=O
→ -10%	19	i	24%	24%	4%	x	1%	x
CCOC(=O)/C(C#N)=C/c1c(N2CCN(CC)CC2)nc2c(C)cccn2c1=O
→ 3%	-18	i	-4%	1%	4%	-1%	-4%	3%
COCCCN1CC(=O)N2C(c3cccc(C)c3)c3[nH]c4ccccc4c3C[C@H]2C1=O (stereo not given in full)
→ 5%	-3	i	-20%	-5%	2%	-5%	-21%	-3%
N#Cc1ccc2ccn(CC(=O)NCc3ccco3)c2c1
→ -16%	u	i	1%	-3%	-2%	3%	-1%	-3%
CC[C@]1(C(=O)OC)[C@H]2C(=O)N(Cc3ccccc3)C(=O)[C@H]2[C@H]2CN(C)C(=NC)N21
→ 5%	32	i	12%	21%	11%	-10%	14%	-4%
CC1(C(=O)Nc2ccc3ccccc3c2)CC1(Br)Br (stereo not given)
→ 5%	17	i	u	-1%	-21%	-1%	26%	-1%

Shown tab-delimited: 3 of the compounds above.
SMILES	HepG2 viability	IL-1B inflam inh	ATXN viability	HT1080 IDH1KD tx	KB-3-1 cytotox	ATXN2 expr inh	MCF10A rerep	HT1080-NT tox	SW480 rerep
c1ccc(CNc2nc(N3CCOCC3)nc(N3CCOCC3)n2)cc1	-2%	40	i	-3%	-1%	-13%	2%	14%	-5%
COCCNC(=O)C(C)Oc1ccccc1 (stereo not given)	15%	-11	i	-3%	0%	x	-5%	8%	-25%
CC1=NN(/C(=N\c2nnc(C)s2)Nc2ccccc2)[C@H](c2cccc3ccccc23)S1	-12%	-5	i	-2%	-6%	-22%	u	-2%	17%

In a second layout: results already given
molecule,HepG2 viability,IL-1B inflam inh,ATXN viability,HT1080 IDH1KD tx,KB-3-1 cytotox,ATXN2 expr inh,MCF10A rerep,HT1080-NT tox,SW480 rerep
COc1ccc(CCNC(=O)/C=C/c2ccc3ccccc3n2)cc1OC,-19%,-103*,u,23µM*,u,-3%,16µM*,u,21µM*
CC(=O)c1cccc(NC(=S)NC2CCCCC2)c1,11%,i,i,9%,-2%,4%,0%,13%,-1%
CSc1ncnc2c1ncn2CCCNCCCN1CCCC1=O,-10%,19,i,24%,24%,4%,x,1%,x
CCOC(=O)/C(C#N)=C/c1c(N2CCN(CC)CC2)nc2c(C)cccn2c1=O,3%,-18,i,-4%,1%,4%,-1%,-4%,3%
COCCCN1CC(=O)N2C(c3cccc(C)c3)c3[nH]c4ccccc4c3C[C@H]2C1=O (stereo not given in full),5%,-3,i,-20%,-5%,2%,-5%,-21%,-3%

Filtered by structure, the entries above with a Cl atom.
Second line of a record – HepG2 viability	IL-1B inflam inh	ATXN viability	HT1080 IDH1KD tx	KB-3-1 cytotox	ATXN2 expr inh	MCF10A rerep	HT1080-NT tox	SW480 rerep
Oc1cccc2ccc(/C=C/c3c(F)cccc3Cl)nc12
→ -10%	17	i	u	u	-13%	27%	-11%	18µM*
Cc1ccnc(NC(=O)CCNC(=O)c2ccc(Cl)cc2)c1
→ -4%	15	i	-1%	-3%	4%	1%	7%	u
CON/C=N/C(=S)Nc1ncc(C(F)(F)F)cc1Cl
→ -17%	21	i	25%	10%	-14%	2%	22%	17%
